Insulin prom inh = TRM-6 insulin promoter activity inhibition; 0.9% of 130,000 active; AID 1273; TRM-6 cells (human fetal islet line), insulin promoter-eGFP reporter, imaging; reporter expression induced with tamoxifen; inhibition, % at 2 µM;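 active means inhibition above the mean plus 3 SD, with well images judged a real hit on visual review, cut at about 60% in these data, passing the limit was not always enough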
SDO1 yeast rescue = sdo1-depleted yeast growth rescue; S. cerevisiae sdo1-depleted JHY4D growth rescue, OD600 30 h; active compounds read high; pdr5 snq2 efflux-pump mutant strain; 0.21% of 140,000 active; z-score at 10 µM;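 active means z-score above 3 at both the 24 hr and the 30 hr optical density reads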;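 further: z-score against mean and SD of all compound wells on the same plate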
SDO1 yeast rescue Rescue 24 h = further read-out of SDO1 yeast rescue, marked with its call; z-score; S. cerevisiae sdo1-depleted JHY4D growth rescue, OD600; measured here: growth rescue at 24 h;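 0 is the plate mean of compound wells and units are plate SD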
An asterisk follows results filed as active; nt = not tested or not shown; & = joins results of further samples. This is a subset; the hit share may differ from the screen's.

Every second line gives: Insulin prom inh, SDO1 yeast rescue, SDO1 yeast rescue Rescue 24 h
CCCCOP(=O)(OCCCC)C(O)c1ccc(Br)cc1 (stereo not drawn)
  nt, 0.68, 0.81
COc1cc(C2C(C(=O)Nc3ccc(F)cc3)=C(C)Nc3nc(CCCO)nn32)cc(OC)c1OC (stereo not drawn)
  nt, 0.7, 0.86
COC(=O)C1C(=O)C=C(Nc2ccc(F)cc2F)CC1c1ccccc1 (stereo not drawn)
  16, -0.02, -0.64
CC1(C)C2CCC(C2)C1(C)NC(=O)CNC1CCCCC1 (stereo not drawn)
  18, nt, nt
CN(Cc1nc(C(c2ccccc2)c2ccccc2)no1)CC1COCCO1 (stereo not drawn)
  21, nt, nt
O=C(/C=C/c1ccc(Cl)c([N+](=O)[O-])c1)Nc1ccc(N2CCCC2)c(Cl)c1
  -54, 0.33, 0.39
COC(=O)c1ccc(C(=O)NC(=S)Nc2nc3c(s2)CC(C)CC3)cc1 (stereo not drawn)
  nt, -0.39, 0.66
CCCCOn1c(C)c(C(=O)OCC)c2c3no[n+]([O-])c3ccc21
  nt, -1.3, -1.3
CCn1c(SCC(=O)N2CCCC2)nc2c(c1=O)SC(C)C2 (stereo not drawn)
  nt, 0.28, -0.51
O=C(Nc1ccc2c(c1)OCO2)N1CCN(C/C=C/c2ccccc2)CC1
  21, 0.55, 0.99
CC(=O)C1=C(Nc2ccc(C)cc2)CC(C)(O)C(C(C)=O)C1c1ccco1 (stereo not drawn)
  -103, -1.2, -1.6
O=C(O)CC(c1cccc(Cl)c1)n1cccc1 (stereo not drawn)
  31, 1.7, 2.1
CCOc1cccc(CNn2cnnc2)c1OCc1ccccc1Cl
  -17, 0.31&-0.12, -0.64&-0.98
CCCCSc1nnc(CNC(=O)C23CC4CC(CC(C4)C2)C3)n1Cc1ccccc1
  nt, -0.41, -0.66
O=C(C1CC1)N1CCN=C1SCc1ccccc1Cl
  nt, -0.32, -0.5
COc1cccc2sc(Nc3nc(-c4cc5ccccc5oc4=O)cs3)nc12
  nt, -1.8, -1
Cc1ccc(S(=O)(=O)NC(=O)Nc2cc(C)on2)cc1
  -40, nt, nt
NC(=O)/C=C\C(=O)Nc1cccc(C(F)(F)F)c1
  37, -0.54, -0.78
Clc1ccc(OCc2nn3c(C4CCCCC4)nnc3s2)cc1
  nt, -0.65, 0.25
Cc1ccc(C(C(=O)NC(C)(C)C)N(Cc2ccccc2)C(=O)c2snc(C(N)=O)c2N)o1 (stereo not drawn)
  27, nt, nt
Cc1ccc(S(=O)(=O)N2CCC(C(=O)N3CCC[C@H]3C(=O)NCc3ccco3)CC2)cc1
  -12, 0.45, 0.13
O=C(CSc1nccc(=O)[nH]1)Nc1ccc(Br)c(Cl)c1
  -376, 0.23, -0.19
CCCC(=O)Nc1nnc(Sc2ccc(N(C)C)cc2)s1
  -21, -0.12, 0.21
Cc1cc2cc3c(cc2nc1SCc1ccc(C(=O)O)cc1)OCCO3
  nt, -0.43, -0.96
C/C(=N\OCC(=O)Nn1c(C)nc2ccccc2c1=O)c1ccccc1
  -115, -0.51, -0.52
CCN(CC)CCCN1C(=O)C(=O)/C(=C(/O)c2ccc(C)cc2)C1c1ccccn1 (stereo not drawn)
  0, -0.25, -0.83
Cc1ccc(C(=O)Nc2ccc(F)cc2F)o1
  37, 0.65, -0.04
CCN(CC)c1ccc(NC(=O)Cn2ncc3c(C)n(Cc4ccccc4F)c(C)c3c2=O)c(C)c1
  23, 1.8, 2.7
CC(Sc1sc(=S)sc1SC(C)C(=O)O)C(=O)O (stereo not drawn)
  18, 0.38, 0.49
CN(CC(=O)NC1CCCCCC1)S(=O)(=O)c1ccc2c(c1)n(C)c(=O)c(=O)n2C
  nt, 0, -0.68

Three entries from above, with tabs.
SMILES	Insulin prom inh	SDO1 yeast rescue	SDO1 yeast rescue Rescue 24 h
CCCCSc1nnc(CNC(=O)C23CC4CC(CC(C4)C2)C3)n1Cc1ccccc1	nt	-0.41	-0.66
O=C(C1CC1)N1CCN=C1SCc1ccccc1Cl	nt	-0.32	-0.5
COc1cccc2sc(Nc3nc(-c4cc5ccccc5oc4=O)cs3)nc12	nt	-1.8	-1

The main list resumes; the 3 compounds before the break are reprinted first.
Every second line gives: Insulin prom inh, SDO1 yeast rescue, SDO1 yeast rescue Rescue 24 h
CCN(CC)c1ccc(NC(=O)Cn2ncc3c(C)n(Cc4ccccc4F)c(C)c3c2=O)c(C)c1
  23, 1.8, 2.7
CC(Sc1sc(=S)sc1SC(C)C(=O)O)C(=O)O (stereo not drawn)
  18, 0.38, 0.49
CN(CC(=O)NC1CCCCCC1)S(=O)(=O)c1ccc2c(c1)n(C)c(=O)c(=O)n2C
  nt, 0, -0.68
CN(C)C(CNC(=O)c1ccc2c(c1)S(=O)(=O)c1ccccc1C2=O)c1ccco1 (stereo not drawn)
  6, nt, nt
COc1ccc(C2C(C(=O)c3sc(C)nc3C)=C(O)C(=O)N2CCN(C)C)cc1 (stereo not drawn)
  -12, 1.2, 1.2
CCOC(=O)c1ccc(NC(=O)C(=O)NCc2ccncc2)cc1
  -13, 0.65, 0.03
CCN(CC)CCN1C(=O)C(O)=C(C(C)=O)C1c1ccc(OC)c(OC)c1 (stereo not drawn)
  nt, 1.1, 1.3
C/C(Nc1ccccc1)=C(/C#N)C(N)=O
  0, 0.09, -0.04
CCC(C)NC(=O)CSc1nc2scc(-c3ccccc3)c2c(=O)[nH]1 (stereo not drawn)
  23, 0.66, -0.26
O=C(NCCC1=CCCCC1)C(=O)NCc1ccccc1
  nt, -1.1, -0.86
CCCOC(=O)C1[C@H]2C(=O)N(CC3CCCO3)C[C@]23C=C[C@H]1O3 (stereo partly drawn)
  -35, 0.48, 0.69
O=C1NCCNC1(c1c[nH]c2ccccc12)C(F)(F)F (stereo not drawn)
  nt, 0.28, -0.79
CC(=O)Nc1cccc(Oc2ncnc3scc(-c4ccccc4)c23)c1
  nt, -0.77, -1.1
O=C(CSc1nc2ccsc2c(=O)n1CC1CCC(C(=O)O)CC1)c1ccc(Cl)cc1 (stereo not drawn)
  41, nt, nt
CCCCNC(=O)CN1C(=O)C(CC)Oc2ccc(Cl)cc21 (stereo not drawn)
  nt, -0.98, -1.2
COC(=O)c1c(NC(=O)c2ccc(Br)s2)sc2c1CCC2
  -397, 0.51, 2.5
COc1cccc(-c2nn(-c3ccccc3)cc2CN(C)C(C)c2ccncn2)c1 (stereo not drawn)
  -40, nt, nt
Cc1cc2nc(-c3ccncc3)cc(C(F)(F)F)n2n1
  -27, nt, nt
Cn1c(NC(=O)CC(C)(C)C)cc(=O)n(C)c1=O
  nt, 1, 0.28
COc1ccccc1N1CCN(CCCCOc2cccc3ccccc23)CC1
  -25, -0.15, -0.78
Cc1cccc(NC(=S)NC(NC(=O)OCc2ccccc2)C(Cl)(Cl)Cl)c1 (stereo not drawn)
  nt, -0.65, 0.06
COC(=O)CN(C(=S)Nc1ccccc1)C1CC(=O)N(c2ccc(OC)cc2)C1=O (stereo not drawn)
  -7, -0.71, -1.2
CC(CCc1ccccc1)N1CCN(Cc2ccccc2)CC1 (stereo not drawn)
  14, -0.14, -0.2
COc1cccc(-n2c(SCC(N)=O)nc3ccccc3c2=O)c1
  -43, nt, nt
CCn1nnc(NC(=O)c2c(OC)cccc2OC)n1
  -44, 0.16, 0.3
O=C(c1cccc(S(=O)(=O)NCc2ccccc2)c1)N1CCN(Cc2ccccc2)CC1
  13, 0.13, -0.43
C[C@H](N)c1nnc(SCC(=O)N(C)C)o1
  -33, -0.28, -1.1
Fc1ccc(-c2n[nH]c(=S)c3ccccc23)cc1
  36, nt, nt
CCCC1(CCC)NC(=O)N(CC(=O)Nc2cccc(OC)c2)C1=O
  nt, 1.1, 1.4
CCOC(=O)c1cc(NC(=O)c2c(C)noc2C)cc(C(=O)OCC)c1
  66, -0.11, -0.2
COc1cccc(-c2noc(-c3ccc4c(c3)OCO4)n2)c1
  -64, nt, nt
COC(=O)C1=C(C)N(Cc2ccco2)C(=O)C1
  14, 1.2, 1.5
Cc1ccc(C(C(=O)NC2CCCC2)N(Cc2ccc(F)cc2)C(=O)c2csnn2)o1 (stereo not drawn)
  -12, -1, -1.2
O=C(/C(=C/O)N=Nc1ccccc1Cl)c1ccccc1
  -19, nt, nt
Cn1c(N)c(C(=O)COC(=O)C2(c3ccccc3F)CCCC2)c(=O)n(C)c1=O
  nt, -1.7, -1.4
Cc1c(CCOC(=O)C23CC4(C)CC(C)(CC(C)(C4)C2)C3)sc[n+]1CC(=O)c1ccccc1
  -5, nt, nt
CN(/N=C/c1cccnc1)c1cnc2ccccc2n1
  78*, nt, nt
CCN1CCN(c2ccc(NC(=O)c3ccc4c(c3)[nH]c(=O)n4Cc3ccc(F)cc3)cc2)CC1
  11, 0.5, 0.55
O=C(NCCO)c1cc2c(s1)CCC2
  -13, 0.57, 1.2
O=C(Nc1ccc2c(c1)OCO2)c1cccs1
  41, 0.48, -0.07
CCOC(=O)N1CCC(NC(=O)c2ccc3c(c2)N(C)CCS3)CC1
  -56, 0.02, -0.34
Cc1cc(NC(=O)CCSc2nc(-c3ccco3)cc(C(F)(F)F)n2)n(-c2ccccc2)n1
  21, -0.81, -0.3
COc1ccccc1S(=O)(=O)n1cc(Cc2ccccc2)c(N)n1
  -3, 0.52, 0.27
Cc1cccc(NS(=O)(=O)c2cc(C(=O)N3CCOCC3)ccc2Cl)c1
  -22, nt, nt
Cc1[nH]nc(-c2ccc(OCc3cnn(-c4ccccc4)c3)c(C)c2O)c1Oc1ccccc1
  22, -0.38, 0.25
CCCn1c(=O)n(C)c(=O)c2c(SCc3cc(C(C)=O)ccc3OCC)nc(C3CC3)nc21
  64, nt, nt
O=C(COc1ccc(Cl)cc1)N1CCN(S(=O)(=O)c2ccccc2)CC1
  nt, -1.5, -1
CCc1nnc(NC(=O)CSc2nnc(C)n2-c2ccc(C)cc2)s1
  -364, -0.26, -0.59
CCCn1c(N)c(Sc2ccc([N+](=O)[O-])cc2)c(=O)n(CCC)c1=O
  -27, nt, nt
CCOC(=O)c1oc2nc(C)c3c(c2c1N)CC(C)(C)OC3
  nt, 0.68, 1.4
Cc1ccc(NC(=O)Cn2nc(C)c3ccccc3c2=O)cc1F
  23, 0.04, 0.38
O=C(Nc1ccc(Cl)cn1)c1ccc2ccccc2n1
  23, -1.1, 0.26
CCc1cc(=O)oc2cc(OC(C)=O)cc(OC(C)=O)c12
  12, 0.84, -0.35
O=C1CC(N2CCN(c3ccccc3)CC2)C(=O)N1c1ccc2c(c1)OCCO2 (stereo not drawn)
  -25, 0.99, 0.7
Cc1ccc(S(=O)(=O)Nc2n[nH]nc2C(=O)NC2CCCCC2)cc1
  40, nt, nt
CC1(C)CC(=O)C(C=NCC(N)=O)=C(O)C1
  nt, -0.92, -0.34
Nc1n[nH]c(-c2ccc(F)cc2)n1
  nt, -0.12, 0.05
COc1ccc(-c2cc(C(=O)N3CCCCC3)no2)cc1OC
  nt, -0.92, -0.95
CCCCCSc1nc2c(c(=O)[nH]c(=O)n2C)n1C
  nt, 0.46, 0.64
CC(C)NC(=O)COc1ncnc2sccc12
  -14, 0.8, -0.53
Cc1cc(/C=N/n2cnnc2)c(O)c([N+](=O)[O-])c1
  26, 0.06, -0.68
O=C(Nc1ccc(F)c(F)c1)NC1CCCCC1
  4, 0.05, 0.06
Cc1ccnc(SCC(=O)Nc2sc3c(c2C#N)CCC(C(C)(C)C)C3)n1 (stereo not drawn)
  nt, 0.78, 1.2

The list continues:
Every second line gives: Insulin prom inh, SDO1 yeast rescue, SDO1 yeast rescue Rescue 24 h
CCOC(=O)c1c(C)[nH]c(C(=O)COC(=O)/C=C/c2ccc(O)c(OC)c2)c1C
  23, -0.6, 0.42
CCN(CC)CCn1c(/N=C/c2cc(Br)ccc2O)nc2ccccc21
  -149, 0.03, -0.31
CCOc1ccccc1OCC(=O)Nc1ccc(N2CCCCC2)cc1
  -419, -1.1, -1.2
O=C(Nc1ccncc1)c1ccc2ccccc2c1
  20, nt, nt
CCOC(=O)CN(C(=O)CNC(=O)c1cccs1)C(C(=O)NC1CCCC1)c1ccncc1 (stereo not drawn)
  13, nt, nt
CCCOc1ccc(Cc2nn[nH]n2)cc1
  15, 0.2, 0.6
Cc1ccc(/C=N/NC(=O)c2ccc(C(=O)N/N=C/c3ccc(C)s3)o2)s1
  7, 1.3, 3.1
Cc1ccsc1C(=O)OCc1csc(-c2ccccc2)n1
  27, -1.2, -0.74
Cc1cccc[n+]1CC(=O)c1ccc2c(c1)OCCO2
  nt, 0.24, -0.74
CC(=O)Oc1ccc(C(=O)Nc2nccs2)cc1
  nt, 0.62, 0.37
NCCCCCNC(=O)/C=N\O
  nt, 0.37, -0.67
C(=N\N1CCN(C2c3ccccc3-c3ccccc32)CC1)/c1ccccn1
  3, -1, 0.42
CC(C)(C)c1ccc(-c2csc(NC(=O)CN3C(=O)NC4(CCCCC4)C3=O)n2)cc1
  2, -2.3, -0.74
C=C(C)CSc1nc2c(cc1C#N)CCC2
  nt, -0.95, -1.2
CCOC(=O)c1[nH]c2c(c1C)C(=O)CC(c1ccc(OCC)c(OC)c1)C2 (stereo not drawn)
  48, -0.72, -1.3
Cc1c(CCOC(=O)c2ccccc2)sc[n+]1Cc1ccccc1
  -42, 1.9, 1.6
COc1cc(O)oc1C=Nc1ccc(Oc2ccccc2)cc1
  nt, -0.53, -0.51
BrC(/C=N/Nc1nc(N2CCOCC2)nc(N2CCOCC2)n1)=C/c1ccccc1
  -87, 0.84, 2.3

Bioassay records deposited in PubChem BioAssay by several laboratories.
